# Artemis endo inh: inhibitors of human Artemis endonuclease activity. recombinant Artemis, quenched FAM hairpin cleavage fluorescence. inhibition, % at 10 µM. Q96SD1. 30,000 tested, 0.78% active;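 active = at 10 µM dose, at least 30% inhibition, measured as corrected fluorescence normalized to stimulator and neutral control wells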
# Target sequence (Q96SD1 whole entry, looked up): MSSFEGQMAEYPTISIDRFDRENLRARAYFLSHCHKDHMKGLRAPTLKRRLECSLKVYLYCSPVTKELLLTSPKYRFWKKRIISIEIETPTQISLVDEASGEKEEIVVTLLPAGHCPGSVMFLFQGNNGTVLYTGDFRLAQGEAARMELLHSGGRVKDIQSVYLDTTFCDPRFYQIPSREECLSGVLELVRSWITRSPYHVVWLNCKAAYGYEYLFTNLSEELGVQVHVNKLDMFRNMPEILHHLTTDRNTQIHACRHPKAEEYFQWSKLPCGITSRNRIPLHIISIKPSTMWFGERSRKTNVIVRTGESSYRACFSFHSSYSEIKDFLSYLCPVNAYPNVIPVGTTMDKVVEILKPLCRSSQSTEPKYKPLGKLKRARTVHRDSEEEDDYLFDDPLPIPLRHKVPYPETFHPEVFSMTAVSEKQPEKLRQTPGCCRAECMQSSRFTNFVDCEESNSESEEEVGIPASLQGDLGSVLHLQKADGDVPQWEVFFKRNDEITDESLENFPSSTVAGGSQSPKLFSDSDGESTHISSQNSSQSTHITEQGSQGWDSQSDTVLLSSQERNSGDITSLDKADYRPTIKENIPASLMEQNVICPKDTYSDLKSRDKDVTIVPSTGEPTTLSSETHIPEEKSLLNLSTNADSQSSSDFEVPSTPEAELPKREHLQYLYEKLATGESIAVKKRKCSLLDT
# * = called active by the depositor.
# Sample of the layout (3 entries):
structure | Artemis endo inh
C=CCN(C(C)=O)C1CC(=O)N(c2ccc(OCCC)cc2)C1=O (stereo not given) | -2
Cc1noc(C)c1S(=O)(=O)N1CCCC(C(=O)NCCc2ccccc2)C1 (stereo not given) | 2
Cc1csc(SCC(=O)c2cc(C)n(Cc3cccs3)c2C)n1 | 16

# The list itself, from the start:
structure | Artemis endo inh
C=CCN(C(C)=O)C1CC(=O)N(c2ccc(OCCC)cc2)C1=O (stereo not given) | -2
Cc1noc(C)c1S(=O)(=O)N1CCCC(C(=O)NCCc2ccccc2)C1 (stereo not given) | 2
Cc1csc(SCC(=O)c2cc(C)n(Cc3cccs3)c2C)n1 | 16
C=CCN=C1SC(CC)C(=O)N1S(=O)(=O)c1ccc(C)cc1 (stereo not given) | 0
Cc1cccc(NC(=O)c2ccc3ccccc3n2)n1 | 6
O=C(CC12CC3CC(CC(C3)C1)C2)N1CCOCC1 | -8
COC(=O)c1cn(-c2ccc(Cl)cc2)c(=O)c2ccccc12 | -2
COCCCNC(=O)CC(NS(=O)(=O)c1ccc(OC)cc1)c1ccc(OC)cc1 (stereo not given) | -5
CCCCn1nnc(NC(=O)c2ccco2)n1 | 6
COc1ccc(OC)c(NC(=O)CSC2=C(C#N)C(c3ccco3)C3=C(CCCC3=O)N2)c1 (stereo not given) | 1
CSC(=Nc1ccccc1)C1=C(O)COC1=O | -3
Cc1cccc(C)c1NC(=O)C(NC=O)c1ccccc1 (stereo not given) | 6
N#CC1(Cc2ccccc2)c2ccccc2C=CN1C(=O)c1ccccc1 (stereo not given) | 7
O=C1CC(N2CCCCC2)C(=O)N1c1ccccc1 (stereo not given) | -8
COc1ccc(NC(=O)[C@@H]2[C@@H]3C(=O)N(C4CCCCC4)C(=O)[C@@H]3C3c4ccccc4C=CN32)cc1 (stereo not given in full) | 16
O=C(CN1C(=O)c2ccccc2C1=O)N1CCOCC1 | 3
O=C(Nc1ccc2c(c1)OCO2)C1CCCN1C(=O)OCc1ccccc1 (stereo not given) | -7
COc1cccc2cc(C(=O)N3C(C)CCCC3C)c(=O)oc12 (stereo not given) | 3
CCOc1ccc2[nH]c(=O)c(CN(CCCO)C(C)=O)cc2c1 | 3
CCn1nc(C)c(/C=N/NC(=O)c2ccoc2C)c1C | -3
Cc1c(Cl)c(C(=O)NNC(=S)Nc2ccccc2)nn1C | 1
Cn1c(SCC(=O)Nc2cccc(NC(=O)c3cccs3)c2)nnc1-c1ccncc1 | -4
COC(=O)c1sc(N2C(=O)c3oc4ccccc4c(=O)c3C2c2cccs2)nc1C (stereo not given) | -2
COc1ccc(/C(N)=N/OC(=O)c2cccc([N+](=O)[O-])c2)cc1OC | 3
CC(O)C(=O)NCCOCCOCCNC(=O)C(C)O (stereo not given) | -1
COc1cccc(C2C(C#N)=C(N)OC3=C2C(=O)CCC3)c1OC(=O)c1ccco1 (stereo not given) | -12
O=C(NC1CCCCC1)C(c1ccccc1)N(Cc1ccco1)C(=O)Cn1cnc2ccccc21 (stereo not given) | 4
CCCCNS(=O)(=O)c1cccc(S(=O)(=O)N2CCCC2)c1 | -8
Cc1c(C)n(C(=O)CN2CCN(c3ccccn3)CC2)c2ccccc12 | -2
COc1ccc(CN2CC(C(=O)N3CCOCC3)CC2=O)cc1 (stereo not given) | -7
CC(C)C(c1nnnn1C1CCCC1)N1CCN(c2ccccc2F)CC1 (stereo not given) | 2
CCOC(=O)CN1N=C(/C=C/c2ccc(OC)cc2)CCC1=O | -4
COc1ccc(NC(=S)NCC2CCCO2)c(OC)c1 (stereo not given) | 9
CCOc1ccc2nnnn2n1 | -2
COc1ccc(C(c2c(C)[nH]n(C(N)=S)c2=O)C(C#N)C#N)cc1 (stereo not given) | 5
O=C(NCc1ccc(F)cc1)C1CCCN(S(=O)(=O)c2cccnc2)C1 (stereo not given) | -12
O=C1CN(C(=O)COc2ncnc3ccccc23)c2ccccc2N1 | 1
CCOc1ccc(CC(=O)NNC(=S)Nc2ccccc2)cc1Br | -10
Cc1ccc(-c2c3c(=O)n(C)c(=O)n(C)c3cn2CCCN2CCOCC2)cc1 | -1
O=C(O)COc1ccccc1C1C2C(=O)N(c3ccccc3)C(=O)C2ON1c1ccccc1 (stereo not given) | 2
CCCCc1c(O)nc(SCC(=O)c2ccccc2)[nH]c1=O | 3
Cc1ccccc1OCc1nc2ccccc2c(=O)n1/N=C/c1ccco1 | -4
CCOC(=O)c1[nH]c2ccc(F)cc2c1NC(=O)CCN1CCSCC1 | -7
O=C(NCc1ccoc1)c1ccc(NC(=O)c2ccccc2Cl)cc1 | -10
O=C(COc1ccc(S(=O)(=O)N2CCCC2)cc1)NCc1ccco1 | 6
Cc1c(NC(=O)COC(=O)C2CC3C=CC2C3)c(=O)n(-c2ccccc2)n1C (stereo not given) | 0
COc1ccc(C2C(C(C)=O)=C(O)C(=O)N2CCCn2ccnc2)cc1OC (stereo not given) | -9
O=C(CCC1CCCC1)NCc1cccs1 | -13
Cc1csc(NC(=O)c2cc3c(s2)CCC3)n1 | 4
O=C(Nc1nnc(C2CCCCC2)s1)c1ccco1 | -3
CCNC(=S)N/N=C/c1cccs1 | -2
COc1ccc(NC(=O)CN2CCN(CC(=O)Nc3ccccc3Cl)CC2)cc1 | -2
Cc1ccc(N(CC(=O)Nc2cc(Cl)ccc2Oc2ccccc2)S(C)(=O)=O)c(C)c1 | -5
Cc1ccc(NC(=O)COC(=O)C2CC2C)c(S(=O)(=O)N2CCCCC2)c1 (stereo not given) | -5
COc1ccc(C(=O)CSc2nc(C)cc(=O)[nH]2)cc1 | 1
COc1ccc(NC(=O)Nc2cccc(C(=O)N3CCOCC3)c2)cc1OC | 2

# The listing continues.
structure | Artemis endo inh
Oc1ccc(Br)cc1/C=N/N1CCN(Cc2ccccc2)CC1 | 8
Cc1cc2c(c(C)nn2-c2ccccc2)c(=O)o1 | -6
Cc1cc(Oc2ccc(C(C)(C)C)cc2)nc(N2CCOCC2)n1 | -2
CC(/C=N\N1CCN(c2ccc(Cl)cc2)CC1)=C\c1ccccc1 | 2
O=C(Nc1nnc(C23CC4CC(CC(C4)C2)C3)s1)c1ccco1 | 7
O=C(NCc1cccs1)C1CCC(CNS(=O)(=O)c2cccs2)CC1 (stereo not given) | 0
CCOC1(OCC)N=C(N)C2(C#N)C(c3ccc(NC(C)=O)cc3)C12C#N (stereo not given) | 7
Cc1ccc(-c2nn(-c3ccccc3)cc2/C=N/NC(=O)c2ccc3c(c2)OCO3)cc1 | 8
CC(C)(C)c1[nH]c2ccccc2c1/C=N/O | -2
CC(=O)c1cc2c(cc1NC(=O)CSc1nnc(C)s1)OCO2 | -10
CCOC(=O)N1CCN(CCC(=O)Nc2ccc(OC(F)(F)F)cc2)CC1 | 2
O=C(NC1CCCCCC1)C1CCCN(S(=O)(=O)c2cccs2)C1 (stereo not given) | 5
CSc1nc2ccccc2cc1/C=C(\C#N)c1cccc(Cl)c1 | -4
Cc1cc(C(=O)N/N=C/c2cc(Br)ccc2OC(=O)c2ccccc2)n[nH]1 | 10
Cc1cccc(OCc2nnc(SCc3cc(=O)n4cc(Br)ccc4n3)o2)c1 | 1
Cc1noc(C)c1C(=O)N1CCN(Cc2ccccc2)CC1 | -3
O=C(CN(Cc1ccco1)C(=O)c1cc(=O)[nH]c2ccccc12)Nc1ccccc1Br | -10
CCOC(=O)C(C)Sc1ncnc2c1nnn2-c1ccc(F)cc1 (stereo not given) | 7
CCC(Sc1nnnn1-c1ccccc1)C(=O)Nc1nc2ccccc2s1 (stereo not given) | 16
O=C(Cc1ccc(Cl)cc1)Nc1ccccc1CO | -7
O=C(CN1CCC(n2nnc3cc(F)ccc32)CC1)NCCc1ccccc1 | -5
CCCSC1=C(C#N)C(c2ccccc2C)CC(=O)N1 (stereo not given) | 16
CC(C)OC(=O)CSc1ncnc2c1cnn2Cc1ccccc1 | 1
Cc1ccc2c(c1)c(C)c(C)n2CC(O)Cn1nc(C)c(Br)c1C (stereo not given) | 5
CCOc1cc(C(N)=O)cc(OCC)c1OCC | 8
CCC(=O)Nc1nc2ccccc2n1Cc1ccc(C)cc1 | 1
CCc1cc2c(=O)c(-c3nc4ccccc4n3C)c(C)oc2c(CN(CC)CC)c1O | 1
COC(=O)Nc1ccc2c(c1)N(C(=O)CCN1CCN3CCCC3C1)c1ccccc1CC2 (stereo not given) | -1
O=C(c1cn(-c2ccccc2)nc1-c1cccs1)N1CCN(c2ccc(F)cc2)CC1 | 13
CCOc1ccc(NC(=O)C2CC(=O)N3CCCN=C3S2)cc1 (stereo not given) | 1
CN(C)C(=O)COC(=O)[C@H](Cc1ccccc1)NC(=O)c1ccco1 | -1
O=C(NCC1CCCO1)c1ccc2ccccc2n1 (stereo not given) | 1

# Three of the compounds above, as labelled records.
COC(=O)c1sc(N2C(=O)c3oc4ccccc4c(=O)c3C2c2cccs2)nc1C (stereo not given)
  Artemis endo inh = -2

COc1cccc(C2C(C#N)=C(N)OC3=C2C(=O)CCC3)c1OC(=O)c1ccco1 (stereo not given)
  Artemis endo inh = -12

O=C(NC1CCCCCC1)C1CCCN(S(=O)(=O)c2cccs2)C1 (stereo not given)
  Artemis endo inh = 5

# Following part.
structure | Artemis endo inh
CCc1ccccc1Nc1ccc(C(=O)O)cc1N | 10
O=C(N/N=C/c1ccc(-c2ccc(S(=O)(=O)Nc3ncccn3)cc2)o1)c1cc2ccccc2cc1O | 33*
COc1ccc(OC)c(NC(=O)CSCc2cnn(-c3ccccc3)c2-n2cccc2)c1 | 22
COC(=O)c1cccc(N2C(=O)c3cccnc3C2=O)c1 | 0
Cc1ccc(S(=O)(=O)n2nc(C)c(Br)c2C)c(C)c1C | -1
CCOC(=O)C(OC(=O)c1sc(=S)n(C)c1C)C(C)=O (stereo not given) | 13
FCCCOc1ccc(-c2nccc(-c3ccc(Br)cc3)n2)cc1 | -4
O=c1[nH][nH]c(C(F)(F)F)c1C=NCc1ccccc1Cl | 1
O=C(N/N=C/c1cccc(C(F)(F)F)c1)c1cc2c(s1)-c1ccccc1CC2 | -9
Cc1cc(C)c2cc(CN(Cc3ccco3)C(=O)NCc3ccccc3)c(=O)[nH]c2c1 | 6
COC(=O)c1cccc(NC(=O)c2ccc3c(c2)C(=O)N(CC2CCCO2)C3=O)c1 (stereo not given) | 0
Cc1noc(C)c1COC(=O)c1ccc2ccccc2n1 | 0
COc1ccc(CN2CCN(C(=O)c3cccs3)CC2)cc1 | -7
CN1CCN(CCP(=O)(c2ccccc2)c2ccccc2)CC1 | 3
COC(=O)CSc1cc(C)nc2ccc(OC)cc12 | 8
CSC1=C(C#N)C(C)C2=C(CC(C)(C)CC2=O)N1 (stereo not given) | -8
COc1cc(C(=O)Nc2cccc(-c3nncn3C)c2)cc(OC)c1OC | -4
Cn1c(=O)[nH]c(=O)c2c1nc(OC(=O)c1ccccc1)n2CC(O)COc1ccccc1 (stereo not given) | 2
CCC(=O)Nc1ccc(Cl)c(NC(=O)c2ccc(Br)o2)c1 | 0
O=C(CN1C(=O)C2CC=C(Cl)CC2C1=O)N1CCOCC1 (stereo not given) | 4
Cc1ccc(-n2c(SCC(=O)NCc3ccco3)nc3nc4c(cc3c2=O)COC(C)(C)C4)cc1 | -3
O=C(CCSc1nc(-c2ccco2)cc(C(F)(F)F)n1)N1CCCc2ccccc21 | 2
CCN(CCO)C(=O)C(c1ccccc1)c1ccccc1 | -10
COc1ccc(NC(=O)CSc2nnnn2-c2ccc(OC)cc2)cc1 | 3
CCN1C(=O)c2cccc3c(S(=O)(=O)Nc4c(C)n(C)n(-c5ccccc5)c4=O)ccc1c23 | 2
O=C(CCn1cccc1)N1CCc2ccccc21 | 2
O=C(O)/C=C\C(=O)Nc1ccccc1C(=O)N1CCN(c2ccc(Cl)cc2)CC1 | 9
CC(=O)c1cnn(-c2nc3c(C)cccc3s2)c1C | 5
Cc1ccc(-c2c(C#N)c(N)n3c(nc4ccccc43)c2C#N)cc1 | 11
COc1ccc(C(=O)Nc2cccnc2)cc1OC | -9
O=C(Oc1cccc(-n2cnnn2)c1)c1ccco1 | 0
Cc1ccc(C(=O)NCc2nnc(SCC(=O)Nc3sc4c(c3C#N)CCCC4)n2C)cc1 | 1
CCCC(=O)c1ccc(N2CCN(C(=O)c3ccccc3)CC2)c(F)c1 | -7
CCOC(=O)c1c(C)oc2ccc(O)c(CN(C)C)c12 | 3
COc1cccc(C2C=C(c3cccs3)Nc3ncnn32)c1OC (stereo not given) | -7
CS(=O)(=O)N1CCN(c2ccccc2NC(=O)c2ccc(Cl)cc2)CC1 | 4
O=C(O)CCC(=O)Nc1ccccc1C(=O)NCc1ccco1 | -1
COCC(C)n1c(C)cc(C(=O)COC(=O)c2ccc3ncsc3c2)c1C (stereo not given) | 4
Cc1cnc(NC(=O)CCCc2nc3ccccc3s2)s1 | 0
Cc1cccc(OCC(O)Cn2c(NCc3cccnc3)nc3c2c(=O)[nH]c(=O)n3C)c1 (stereo not given) | 8

# Some of these compounds in order of molecular weight, low to high.
structure | Artemis endo inh
CCOC(=O)c1c(C)oc2ccc(O)c(CN(C)C)c12 | 3
O=C(O)CCC(=O)Nc1ccccc1C(=O)NCc1ccco1 | -1
Cc1cccc(OCC(O)Cn2c(NCc3cccnc3)nc3c2c(=O)[nH]c(=O)n3C)c1 (stereo not given) | 8

# Following part
structure | Artemis endo inh
CCOC(=O)c1c(NC(=O)CSc2nnc(CNc3ccc(Cl)cc3)o2)sc(C)c1C | 6
CCN(Cc1ccccc1)C(c1ccccn1)c1nnnn1C1CCCCC1 (stereo not given) | 0
COc1ccc(C)cc1NC(=O)CSc1nnnn1Cc1ccccc1 | 0
COc1cc2nc(-c3ccc(Br)o3)oc(=O)c2cc1OC | 1
O=C(CN1CCN(c2ccccc2)CC1)N1N=CCC1c1ccccc1 (stereo not given) | 5
c1ccc(CN2CCN(CCN3CCn4c3nc3ccccc34)CC2)cc1 | 11
COc1ccc(CCN(C)CCN2C(=O)c3ccccc3C2=O)cc1OC | -5
CC1CCc2sc3nc(N4CCN(CCO)CC4)n4ncnc4c3c2C1 (stereo not given) | 2

# Compound activity deposited in PubChem by Sanford-Burnham Center for Chemical Genomics.

# A portion of the library; rates above refer to the full screens.
